Screening data from PubChem.
TNF death inh – TNF-alpha cell death inhibition in Jurkat FADD-/- cells. Jurkat FADD-/- TNF necroptosis rescue, ATP luminescence, 24 h; 0 = TNF only, 100 = no-TNF cells. activation (protection from cell death), % at 10 µM. 220,000 compounds, 0.068% hits;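 active = activation, meaning protection from cell death, of at least 50% relative to plate controls; inactive = activation below 50%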;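 note: necroptosis triggered by 40 ng/mL TNF-alpha added together with compound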
EBV gp42 inh – blocks Epstein-Barr virus glycoprotein 42 binding | Fluorescence polarization binding assay, mP read-out | inhibition, % (tested at 21.74 µM) | 220,000 compounds, 0.42% hits | AID 1085; in the data active = inhibition above about 50%
L929 necroptosis – blocks zVAD induced death of L929 cells; 220,000 compounds, 0.38% hits; viability rescue, % at 10 µM; L929 zVAD necroptosis rescue, ATP luminescence, 24 h; with zVAD 60 µM;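 active = activation, scaled between plate controls, above about 75%, limit read from the data; inactive = activation under that limit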;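 note: 0% = zVAD with DMSO and 100% = DMSO alone without zVAD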
Rad51 HR inh – Rad51 (human) homologous recombination inhibition; Q06609; 200,000 compounds, 0.085% hits; AID 1385; inhibition, % at 10 µM; hRad51 DNA strand exchange, fluorescence dequenching;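 active = inhibition above 40% at the single screening dose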;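 note: 0% = DMSO control wells and 100% = blanks with heterologous ssDNA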
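Read-out basis: percent inhibition relative to plate controls and blanks / Assay system: human Rad51 nucleoprotein filaments preassembled on unlabelled ssDNA / Timing: filaments 15 min 37 °C, then compound 30 min / Control set: per-plate controls and blanks / Technique: fluorescence dequenching at 485/520 nm / Compound: 10 µM final, single point / Also added: Fluorescein- and BHQ1-tagged 47-mer duplex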
Mdm2 ligase inh – blocks human Mdm2 ubiquitin ligase activity. Q00987. 210,000 compounds, 0.11% hits. cell-based MDM2 ubiquitination luciferase reporter, 2 h; 0 = plate control, 100 = twice control, blank-subtracted. signal enhancement, % at 5 µM;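 active = signal enhancement of 30% or more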;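 note: luminescence tracks abundance of the self-degrading MDM2-luciferase fusion protein; higher signal means inhibition of MDM2 E3 ligase activity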
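Test system: mammalian cells stably expressing self-ubiquitinating, self-degrading MDM2 E3–luciferase fusion; Amount: 2000 cells in each well; Medium: DMEM; Schedule: 4 h settle plus 2 h compound, 37 °C; Technique: SteadyLite luciferase luminescence after 15 min room-temperature reagent incubation; Benchmarks: plate control and blank wells.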
KCC2 mod – modulates chloride dependent transport by human KCC2; Q9H2X9; KCC2 cells, thallium flux FluoZin-2 fluorescence; B-score of Tl+ flux slope (higher = more flux/activation; lower = inhibition) at 10 µM; 190,000 compounds, 2.2% hits;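 active = thallium flux slope and its plate-corrected score both differing from the plate sample mean at a set confidence after two filtering rounds, in either direction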;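 note: slope of fluorescence scaled to starting intensity during 10 to 20 s after thallium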
PERK inhibitor – blocks human PERK kinase. inhibition, % at 5.6 µM. 220,000 compounds, 0.17% hits. CHO PERK-DD fusion, SEAP luminescence translation reporter. AID 1416. Q9NZJ5;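 active = inhibition above the mean inhibition of all tested compounds plus 3 SD, set separately per screening campaign, cut at about 2.9% in these data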;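 note: PERK kinase domain activated by AP20187 dimerizer at 100 nM; 0% = DMSO with dimerizer and 100% = rapamycin at 8.4 µM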
Target sequence (Q9NZJ5 whole entry, looked up, the tested form may be a part): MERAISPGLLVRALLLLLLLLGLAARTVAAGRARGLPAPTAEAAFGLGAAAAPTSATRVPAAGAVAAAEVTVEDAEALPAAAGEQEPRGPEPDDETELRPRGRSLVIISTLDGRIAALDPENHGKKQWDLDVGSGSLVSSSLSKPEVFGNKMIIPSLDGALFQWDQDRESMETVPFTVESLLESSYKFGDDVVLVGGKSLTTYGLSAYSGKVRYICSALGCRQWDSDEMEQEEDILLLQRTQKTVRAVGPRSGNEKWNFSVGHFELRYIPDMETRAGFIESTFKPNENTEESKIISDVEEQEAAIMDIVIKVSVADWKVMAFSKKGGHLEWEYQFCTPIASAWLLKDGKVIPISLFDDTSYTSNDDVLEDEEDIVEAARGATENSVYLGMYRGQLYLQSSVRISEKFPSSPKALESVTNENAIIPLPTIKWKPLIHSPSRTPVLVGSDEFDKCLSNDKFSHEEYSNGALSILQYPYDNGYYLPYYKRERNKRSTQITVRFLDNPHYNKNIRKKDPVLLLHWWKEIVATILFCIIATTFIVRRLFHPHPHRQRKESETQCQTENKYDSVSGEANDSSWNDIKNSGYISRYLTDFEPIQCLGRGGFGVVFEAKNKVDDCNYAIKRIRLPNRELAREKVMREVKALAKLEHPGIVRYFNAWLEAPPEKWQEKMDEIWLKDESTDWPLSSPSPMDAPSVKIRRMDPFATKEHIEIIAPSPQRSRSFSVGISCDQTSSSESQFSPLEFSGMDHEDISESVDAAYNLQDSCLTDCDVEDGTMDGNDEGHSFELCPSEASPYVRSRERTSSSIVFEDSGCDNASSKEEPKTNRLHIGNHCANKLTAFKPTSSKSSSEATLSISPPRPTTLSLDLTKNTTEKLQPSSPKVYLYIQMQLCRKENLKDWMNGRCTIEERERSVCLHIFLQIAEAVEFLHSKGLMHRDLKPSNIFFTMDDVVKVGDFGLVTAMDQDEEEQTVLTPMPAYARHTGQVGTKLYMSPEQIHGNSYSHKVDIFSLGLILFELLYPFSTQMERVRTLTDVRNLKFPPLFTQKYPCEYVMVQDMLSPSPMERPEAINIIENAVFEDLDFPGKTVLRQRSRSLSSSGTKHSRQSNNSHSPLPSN
Calpain2 inh – calpain II (pig) inhibition; inhibition, % at 16 µM; 220,000 compounds, 0.37% hits; purified calpain II, fluorogenic peptide substrate, 30 min;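 active = inhibition above about 50%, limit read from the data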
eIF4E 4G PPI – blocks eIF4E binding to eIF4G; P63073+Q04637; inhibition, % at 21.7 µM; AID 782; TR-FRET eIF4E-eIF4GI(517-606) binding, 2 h; 220,000 compounds, 0.37% hits;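 active = inhibition above about 30%, limit read from the data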;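 note: 0% = full FRET control wells and 100% = background wells lacking eIF4GI fragment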
Active calls of the source: *; i = inactive; / = no result given; [ ] = another dose, or the depositor's remark.

Preview (two entries):
Structure	EBV gp42 inh	L929 necroptosis	Calpain2 inh	Rad51 HR inh	Mdm2 ligase inh	KCC2 mod	eIF4E 4G PPI	TNF death inh	PERK inhibitor
O=C(Nc1ccc(-c2nc3cccnc3s2)cc1)c1ccc(Cl)nc1	-16.1	-0.2	-107.7	/	-8.2	0.0136	2.1	1.2	1.3
CCOC(=O)C(C)n1cnc2sc(C)c(C)c2c1=O (stereo unspecified)	-14.2	0.2	-12.1	-3.4	7.5	0.498	1.5	-0.8	-0.7

This part in full (from the top)
Structure	EBV gp42 inh	L929 necroptosis	Calpain2 inh	Rad51 HR inh	Mdm2 ligase inh	KCC2 mod	eIF4E 4G PPI	TNF death inh	PERK inhibitor
O=C(Nc1ccc(-c2nc3cccnc3s2)cc1)c1ccc(Cl)nc1	-16.1	-0.2	-107.7	/	-8.2	0.0136	2.1	1.2	1.3
CCOC(=O)C(C)n1cnc2sc(C)c(C)c2c1=O (stereo unspecified)	-14.2	0.2	-12.1	-3.4	7.5	0.498	1.5	-0.8	-0.7
O=C1C2C3C=CC(C3)C2C(=O)N1Cc1ccccc1 (stereo unspecified)	-18.3	0.6	1.9	-4.4	9.2	0.771	-2.6	37.0	0.4
NC(=O)c1c(NC(=O)Cn2nc(C(=O)O)c3ccccc3c2=O)sc2c1CCC2	-5.3	-0.4	4.7	8.1	-7.7	-1.4	8.7	-0.3	0.0
Cc1cc2ccccc2n2c(SCC(=O)Nc3ccc(S(=O)(=O)N4CCC(C)CC4)cc3)nnc12	-11.4	1.2	-49.5	-2.6	-14.9	-0.42	-0.8[fluorescence artefact?]	1.9	1.0
O=C(NC1=NCCS1)c1ccc(Cl)c(S(=O)(=O)N2CCCC2)c1	-5.1	1.5	-26.2	-55.2	-0.8	0.254	0.1	0.7	0.7
O=C(Nc1ccc(Cl)cc1Cl)c1n[nH]c(Cn2cncn2)n1	-1.6	0.2	18.7	-4.1	-8.0	/	/	-2.4	0.9
Cc1ccc(CS(=O)(=O)CCC(=O)NCCN(C)Cc2ccccc2)cc1	5.1	-0.2	24.4	6.7	-9.7	-0.836	11.2	0.5	-1.3
COc1ccccc1OCC(=O)N/N=C1\CCc2ccccc21	-21.2	0.1	-3.0	1.6	-24.8	/	10.3	-0.1	-2.2
Cc1cccc(OCc2n[nH]c(=S)o2)c1	-17.1	0.0	6.8	-1.3	-9.9	-4.82	10.1	-0.1	1.5
N/C(=N\OS(=O)(=O)c1ccc2ccccc2c1)c1cccnc1	-11.0	-0.8	-17.0	-6.5	/	0.181	2.3	-0.2	0.9
O=C(O)c1ccccc1Sc1ncnc2sccc12	-14.6	0.9	-4.4	12.0	-4.9	-0.00201	-4.9	5.2	1.4
Cc1nn(Cc2ccc(Cl)cc2)c(C)c1NC(=O)CCCn1nc([N+](=O)[O-])c(Cl)c1C	-3.2	/	5.9	20.6	12.6	-0.842	-1.6	-1.9	-1.2
CCC(=O)N1C(Cc2ccccc2)COC1(C)C (stereo unspecified)	-16.9	0.5	-4.2	-2.3	-47.1	0.507	0.3	0.6	2.4
C[C@H](NC(=O)c1nc[nH]c1C(=O)N[C@@H](CCCCNC(=O)OC(C)(C)C)C(=O)OC(C)(C)C)C(=O)OC(C)(C)C	-15.3	-0.5	43.0	11.5	8.2	-0.534	3.4	-0.3	/
O=C1CCCc2ccccc2N1Cc1cccc(F)c1	-8.6	1.4	-4.3	-5.3	-7.0	-1.57	0.0	0.7	1.2

An excerpt from above in order of length of the SMILES, low to high:
Structure	EBV gp42 inh	L929 necroptosis	Calpain2 inh	Rad51 HR inh	Mdm2 ligase inh	KCC2 mod	eIF4E 4G PPI	TNF death inh	PERK inhibitor
Cc1cccc(OCc2n[nH]c(=S)o2)c1	-17.1	0.0	6.8	-1.3	-9.9	-4.82	10.1	-0.1	1.5
O=C(O)c1ccccc1Sc1ncnc2sccc12	-14.6	0.9	-4.4	12.0	-4.9	-0.00201	-4.9	5.2	1.4
CCC(=O)N1C(Cc2ccccc2)COC1(C)C (stereo unspecified)	-16.9	0.5	-4.2	-2.3	-47.1	0.507	0.3	0.6	2.4
COc1ccccc1OCC(=O)N/N=C1\CCc2ccccc21	-21.2	0.1	-3.0	1.6	-24.8	/	10.3	-0.1	-2.2
N/C(=N\OS(=O)(=O)c1ccc2ccccc2c1)c1cccnc1	-11.0	-0.8	-17.0	-6.5	/	0.181	2.3	-0.2	0.9
C[C@H](NC(=O)c1nc[nH]c1C(=O)N[C@@H](CCCCNC(=O)OC(C)(C)C)C(=O)OC(C)(C)C)C(=O)OC(C)(C)C	-15.3	-0.5	43.0	11.5	8.2	-0.534	3.4	-0.3	/

The results go on.
Structure	EBV gp42 inh	L929 necroptosis	Calpain2 inh	Rad51 HR inh	Mdm2 ligase inh	KCC2 mod	eIF4E 4G PPI	TNF death inh	PERK inhibitor
O=c1cc(-c2ccc(O)c(O)c2)oc2c(C3O[C@H](CO)[C@@H](O)[C@H](O)[C@H]3O)c(O)cc(O)c12 (stereo partly specified)	-10.8	4.1	34.3	14.5	/	0.125	7.3	2.5	0.3
CCCCC(=O)NS(=O)(=O)c1ccc(N=NN(CC)CC)cc1	-17.1	3.7	-7.6	5.2	-0.4	0.0871	3.6	0.7	0.6
CCCS(=O)(=O)N1CCCC(C(=O)NC(C)c2ccc3c(c2)OCCO3)C1 (stereo unspecified)	-16.3	-1.6	14.9	4.5	0.6	1.71	0.3	-2.7	-0.1
Nc1ccc(OC(=O)Nc2ccc(O)cc2)cc1	3.9	-0.3	18.9	-11.4	-16.9	-0.354	-0.8	-13.4	1.6
CC1CN=C(N(C(=O)Nc2ccccc2)c2ccc(S(=O)(=O)N3CCOCC3)cc2)S1 (stereo unspecified)	15.0	0.9	44.5	-1.2	-20.7	-0.758	5.4	3.5	-0.5
CN(C)c1ccc(/C=N/n2c(-c3cccnc3)n[nH]c2=S)cc1	-14.1	0.8	12.3	7.8	-4.1	0.825	-0.3	-0.8	0.1
Cc1sc2ncn(CC(=O)N3CCCCC3)c(=O)c2c1C	-7.1	0.3	13.0	-2.2	-4.4	-0.0233	-3.8	4.1	1.1
Cc1ccc(-c2nc3ccc(NS(=O)(=O)c4ccccc4)cc3[nH]2)o1	9.4	0.3	6.2	-5.3	-4.0	-1.05	2.3[fluorescence artefact?]	0.2	-1.2
CC(C)Cc1nnc(NC(=O)CSc2nc(N)cc(=O)[nH]2)s1	-21.4	0.2	-9.4	-0.6	-15.2	0.856	5.9	-0.2	-0.8
CCN(CC)S(=O)(=O)c1ccc(OC)c(NC(=O)c2cc([N+](=O)[O-])ccc2Cl)c1	-5.0	11.8	-5.6	-5.7	-6.3	1.25	0.6[fluorescence artefact?]	-9.2	2.0
CCOC(=O)c1c(-c2ccc(-c3ccccc3)cc2)csc1NC(=O)c1cccc(N2C(=O)CCC2=O)c1	-28.2	-0.6	-167.0	-13.4	-20.0	-0.464	4.9	-4.9	1.2
COc1ccc(C2CC(c3ccc(OC)cc3)n3nc(N)nc3N2)cc1 (stereo unspecified)	/	1.4	/	1.0	/	0.849	/	1.0	1.5
Cc1cc2ncc(Cl)nc2cc1C	-14.3	0.7	5.4	14.7	6.7	0.0962	4.5	1.5	1.2
Fc1ccc(-n2c(Cc3ccccc3)nnc2SCc2nc(-c3ccc(Cl)cc3)no2)cc1	-17.4	-1.0	5.5	-4.2	-8.7	-0.0331	-1.1	-0.6	-1.8
CCCc1nnc(SCc2ccc(OC)cc2)n1N	3.5	0.0	-11.1	7.5	-3.6	-0.254	9.4	-1.5	0.9
COC(=O)c1ccc(Sc2ccc(Cl)cc2)c(N)c1	-9.5	0.0	-33.2	/	-13.9	-0.578	-1.2	-0.2	0.8
CCOC(=O)c1sc(/N=C/c2ccc(O)cc2O)cc1C	-2.5	-1.2	-34.0	-30.6	-21.7	0.598	10.2	-0.2	0.3
Cc1nn(-c2ccccc2)c2sc(C(=O)OC3CCOC3=O)cc12 (stereo unspecified)	-11.9	0.8	i	/	-24.0	0.332	6.1	-2.1	-0.1
O=C(Nc1cccnc1)c1ccccc1-c1nc(-c2ccccc2F)no1	-3.5	-0.3	-15.1	/	-5.3	-0.926	-7.5	-2.5	-1.2
CCOC(=O)C(=O)Nc1ccccc1C(N)=O	-15.6	1.7	-20.1	-3.1	-5.5	-0.202	1.8[fluorescence artefact?]	0.5	1.3
CCc1cc(SC#N)cc(C)c1N	-3.4	0.6	-0.5	18.8	7.6	-0.168	4.2	-0.8	1.4
Cc1cc(C)nc(N(C#N)Cc2ccc([N+](=O)[O-])cc2)n1	-2.4	1.5	0.4	4.7	-3.0	0.605	2.3	0.5	0.3
CC1CCC(NC(=O)Nc2cccs2)CC1 (stereo unspecified)	-15.0	1.5	-5.7	1.1	1.8	/	3.7	1.2	0.0
Cc1ccc(OCC(=O)NC2CCCC2)c(C)c1	-12.0	-0.2	20.8	1.1	5.2	0.551	1.3	-1.1	0.2
CCOc1ccc(S(=O)(=O)N2CCc3ccccc3C2)cc1	4.3	0.5	23.6	1.8	3.4	/	1.6	1.4	0.6
O=c1c2ccccc2[nH]c(=S)n1Cc1cccnc1	-1.3	2.9	-17.1	7.8	13.4	1.66	4.6	2.3	1.0
O=C(NCC1CC1)c1ccc(Nc2nc3ccc(Br)cc3[nH]2)cc1	-13.9	9.8	-6.7	1.4	-12.3	-0.66	1.5	-0.4	-0.3
CCOC(=O)N1CCN(C2CC(=O)N(c3ccc(Oc4ccccc4)cc3)C2=O)CC1 (stereo unspecified)	-11.6	1.2	4.6	-14.0	-20.2	1.11	-8.0[fluorescence artefact?]	-1.0	-0.3
CC(C)C12CN3CC(C(C)C)(CN(C1)C3c1ccccc1O)C2=O (stereo unspecified)	1.8	-0.1	27.5	0.4	-8.3	-0.0415	0.1	-0.6	-1.1
Cn1cc(S(=O)(=O)N2CCN(c3ccccc3F)CC2)c(=O)n(C)c1=O	-10.5	0.2	-15.8	1.5	-14.0	-0.705	-2.1[fluorescence artefact?]	-1.9	0.3
Cc1cccc(-c2nc3c(c(SCC(=O)N4CCOCC4)n2)CCCC3)c1	22.3	0.6	8.6	-2.3	-0.8	0.434	-3.6	0.2	-1.3
O=C(CN1CCCCCCC1)NC(=O)NC1CCCCC1	-14.3	12.9	-3.6	24.7	-33.6	0.223	-1.7	8.5	0.2
COc1ccc(C(=O)Nc2cccc(C(C)=O)c2)cc1S(=O)(=O)N1CCOCC1	-13.9	8.3	-19.6	-1.4	-2.9	/	1.8	0.0	0.7
Clc1ccc(-c2csc(N/N=C/c3cccnc3)n2)c(Cl)c1	-6.2	1.5	-17.8	/	/	0.469	0.0	0.6	-0.1
